UDG counter: UDG inhibition counter-screen. FRET deamination/UDG coupled assay, UDG read, 4 h. Potency, µM (highest dose often 115 µM), for inactives: top-dose activity change, negative = inhibition, hits mostly inhibitors. 91,000 tested, 0.14% active. AID 1347430; further: nearly all actives have a fitted effect of over 65% in size
AID inh: inhibitors of human activation induced cytidine deaminase; Q9GZX7; Potency, µM (series often up to 115 µM), inactives show at the highest dose activity change, negative = inhibition, usual class: inhibitors; AID deamination FRET fluorescence, UDG-coupled, 4 h; 91,000 tested, 0.32% active; further: nearly all actives have a fitted effect of over 25% in size
Target sequence (Q9GZX7 whole entry, looked up): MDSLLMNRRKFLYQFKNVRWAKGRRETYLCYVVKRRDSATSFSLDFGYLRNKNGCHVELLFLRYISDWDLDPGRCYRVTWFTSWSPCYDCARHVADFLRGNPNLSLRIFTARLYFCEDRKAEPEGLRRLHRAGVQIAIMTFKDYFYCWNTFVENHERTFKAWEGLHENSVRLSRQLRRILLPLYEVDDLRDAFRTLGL
Starred values were filed as active, the others as inactive; ? = inconclusive; & = joins results of further samples; [ ] = another dose, or the depositor's remark. The call rests on the fitted dose curve; in most records, active means well fitted curve in the direction sought with a large enough effect; inconclusive means small, poorly fitted or top-dose-only effect, or another doubt; inactive means no such curve, though single readings can be large; an effect the other way counts as inactive or inconclusive. On the % scale 0 is the no-effect control and ±100 the full control effect; potency means the concentration at half of the fitted maximal effect. Only part of the results is shown. The share of hits here may be higher or lower than overall.

1) CCCn1c2ccccc2c2cnn(CC(=O)Nc3cc(C)c(Cl)cc3OC)c(=O)c21
2) O=C(c1ccc2c(c1)N(Cc1cccc(F)c1)C(=O)c1ccccc1S2)N1CCCC1
3) CCOc1ccccc1C1C(C#N)=C(N)OC2=C1S(=O)(=O)N(CC)c1ccccc12 (centres undefined)
4) CCc1nc(NCCOC)c(C#N)c2c1CCCC2
5) CN(CCC(=O)c1cccs1)CCC(=O)c1cccs1
6) COc1ccc(CCNC(=O)c2ccc3c(c2)nc(C)n3-c2ccc(Br)cc2)cc1OC
7) C=CCNCc1ccc(CC)cc1
8) CN(CC(=O)Nc1ccc(F)cc1F)S(=O)(=O)c1cccc2nsnc12

Screen / compound no.,1,2,3,4,5,6,7,8
UDG counter,-4%,-18%[57.5 µM],-2%,-11%,4%,-4%,3%,0%
AID inh,9%,?,3%,-9%,13%,?,-3%,-6%

9) CN1CCc2nc3sc(C(=O)Nc4ccccc4OC(F)(F)F)c(N)c3cc2C1
10) CCc1cc(=O)oc2cc(C)cc(OCC(=O)NC3CC(C)(C)NC(C)(C)C3)c12
11) O=C(N/N=C/c1cccc(C(F)(F)F)c1)c1cccs1
12) COc1ccc(Cl)cc1NC(=O)CCCS(=O)(=O)c1nc(-c2ccc(OC)c(OC)c2)cc(C(F)(F)F)n1
13) CC(=O)Nc1ccc(NC(=O)NC(C)C(C)C)cc1 (centres undefined)
14) Cc1cc(SCC(=O)Nc2ccc(F)cc2)nc2ccccc12
15) COc1cccc(NC(=O)CSc2nc(=O)n(Cc3cccnc3)c3c2CCC3)c1
16) COc1ccc(-c2cc(C(F)(F)F)nc(SCCC(=O)Nc3ccc(F)cc3F)n2)cc1

Screen / compound no.,9,10,11,12,13,14,15,16
UDG counter,-14%,1%,-5%,0%,5%,3%,?,-11%
AID inh,157%[activator],1%,-8%,6%,8%,4%,-17%,17%

17) CC1CCCCC1NC(=O)/C=C/c1cccs1 (centres undefined)
18) COc1ccc(NC(=O)c2ccccc2C)c2cccnc12
19) COC(=O)C(CCSC)NC(=O)c1cc2c(n(-c3ccc(OC)cc3)c1=O)CC(C)(C)CC2=O (centres undefined)
20) Cc1ccccc1-c1csc(=S)[nH]1
21) COc1ccc2nc(NC(=O)c3cc(=O)c4cc(C)c(C)cc4o3)sc2c1
22) CCCCNC1C2CC3CC1CC(C2)C3NCCCC (centres undefined)
23) Cc1cc(C)cc(Nc2nc(NC3CCCC3)nc3c2cnn3-c2ccccc2)c1
24) Cc1ccc(C)c(NC(=O)Cn2c(=O)n(CC(=O)NCCc3ccccc3)c(=O)c3ccccc32)c1

Screen / compound no.,17,18,19,20,21,22,23,24
UDG counter,5%,-2%,-9%,-3%,-7%,-3%,-5%,-14%
AID inh,3%,3%,-10%,-1%,-29%,18%,-8%,-1%

25) O=C(Cn1c2ncccc2c(=O)n1-c1ccccc1)NCc1ccccc1Cl
26) FC(F)Oc1ccc(/C=N/NC(=S)NCc2ccccc2)cc1
27) CS(=O)(=O)n1nc(-c2ccc(Cl)cc2)nc1N
28) Cc1ccc(NS(=O)(=O)c2ccc3[nH]c4c(c3c2)CCCCCC4)cc1Cl
29) CCCCc1ccc(-c2csc(NC(=O)COCc3nc4ccccc4c(=O)[nH]3)n2)cc1
30) COc1ccccc1CNC(=O)c1ccc(CS(=O)c2ccccc2Cl)o1 (centres undefined)
31) CCCOc1c(Br)cc(C(=O)OCC(=O)c2cc(C)c(C)cc2C)cc1OC
32) CCOc1ccc(-c2nnc(SCC(=O)Nc3cccc(OC)c3)nc2-c2ccc(OCC)cc2)cc1

Screen / compound no.,25,26,27,28,29,30,31,32
UDG counter,-4%,-5%,-4%,-2%,-8%,0%,-5%,-3%
AID inh,-7%,-7%,-4%,3%,0%,-13%,11%,8%

33) Cc1cccc(C)c1NC(=O)c1nc(S(C)(=O)=O)ncc1N(Cc1ccc(C(C)(C)C)cc1)Cc1ccco1
34) Cc1cccc(C)c1NC(=O)Cn1c(=O)n(Cc2ccccc2)c(=O)c2c(C)c(C(=O)N(C)C)sc21
35) COc1ccc2c(Sc3ccc(C)cc3)c(C(=O)NCCc3ccccc3)[nH]c2c1
36) COc1ccc2nc(SCC(=O)c3cc(C)n(C)c3C)[nH]c2c1
37) Cc1cc(C)c2c(C)c(C(=O)O)oc2c1
38) Cc1ccc(S(=O)(=O)n2nc(-c3ccccc3)nc2NCc2ccc(Cl)cc2)cc1
39) Cc1ccc2c(c1)-c1ncc(C(=O)c3cc(Br)ccc3O)cc1CO2
40) CCc1ccc(NC(=O)N2CCN(Cc3ccc(Cl)s3)CC2)cc1

Screen / compound no.,33,34,35,36,37,38,39,40
UDG counter,-3%,?,2%,-3%,1%,-2%,-15%,-3%
AID inh,-9%,-14%,-1%,6%,-2%,-10%,?,-9%

41) CCOC(=O)c1ccc(Nc2c(-c3ccc(O)cc3)nc3nc[nH]n23)cc1
42) CCCn1nc(C(=O)OCC(=O)NCc2ccc(F)cc2)c2ccccc2c1=O
43) COc1ccc2[nH]cc(C3C(NC(=O)c4ccc(Cl)cc4)=C(C)Nc4ncnn43)c2c1 (centres undefined)
44) COCCCNc1oc(/C=C/c2cc(OC)c(OC)c(OC)c2)nc1C#N
45) Cc1nc2cc(NC(C)C(=O)Nc3ccc(C(F)(F)F)cc3)ccc2o1 (centres undefined)
46) COCCn1c(C)cc(O)c(C(c2ccccc2Cl)N2CCCCC2)c1=O (centres undefined)
47) CCOC(=O)C1CCCN(c2c(C(=O)c3ccc(OCC)cc3)cnc3ccccc23)C1 (centres undefined)
48) O/N=C/c1cccc(Cl)c1Cl

Screen / compound no.,41,42,43,44,45,46,47,48
UDG counter,3%,-3%,1%,-4%&-5%,-9%,1%,0%,5%
AID inh,19%,-5%,0%,-1%&7%,17%,0%,-2%,4%

49) O=C(O)Cc1sc(Nc2ccc(C(=O)O)cc2)nc1-c1ccccc1
50) Cc1ccc(-n2c(SCc3cccc(F)c3)nc3[nH]ncc3c2=O)cc1C
51) CC12CCC(C/C1=N\O)C2(C)CBr (centres undefined)
52) O=C(Nc1ccc(F)cc1Cl)C1CCN(c2ncnc3c2nc2n3CCCCC2)CC1
53) CCCCNC(=O)C1CCCN(c2nnc(C)c3c(C)n(-c4ccc(Cl)cc4)nc23)C1 (centres undefined)
54) CC(=O)Nc1cccc(NC(=O)Cn2cnc3c2c(=O)n(C)c(=O)n3C)c1
55) O=C(COC(=O)C1CCC1)c1ccc[nH]1
56) CN(C)c1ccc(N=c2cc(-c3ccccc3)cc(-c3ccccc3)s2)cc1

Screen / compound no.,49,50,51,52,53,54,55,56
UDG counter,-7%,-8%,7%,-16%[57.5 µM],-7%,-16%,-10%,-14%
AID inh,5%,-28%,-5%,-7%[57.5 µM],-21%,22%,199%[activator],-18%

57) O=C(NCCSc1ccccc1)c1cc(Cl)c2c(c1)OCCCO2
58) CCOC(=O)C1=C(C)NC(C)=C(C(=O)OCC)C1c1c(F)c(F)c(F)c(F)c1F
59) COc1cc(C(=O)N(Cc2ccc(C(C)C)cc2)C2CCS(=O)(=O)C2)cc(OC)c1OC (centres undefined)
60) C=CCC(NCc1ccccc1)c1ccc(C)o1 (centres undefined)
61) CC(C)(C)OC(=O)NCCC(=O)NC1CCCCC1
62) CC(C)c1ccc(Nc2nnc(SCC(=O)NC(C)(C)C)s2)cc1
63) O=S(=O)(NCC(c1ccccc1)N1CCc2ccccc21)c1ccc(Cl)cc1 (centres undefined)
64) CSc1ccc(/C=C2\N=C(c3cccs3)OC2=O)cc1

Screen / compound no.,57,58,59,60,61,62,63,64
UDG counter,-4%,-27%,-6%,-9%,1%,5%,?,-4%
AID inh,-11%,?,-7%,-10%,3%,-7%,-12%,-11%

65) CSc1nc(NCCOC(C)=O)c(C#N)c(-c2ccc(C(C)(C)C)cc2)n1
66) COc1ccccc1N1CCN(C(=O)c2nc(-c3ccc(C)cc3)n3c2CCCCC3)CC1
67) N#Cc1cccc(NC(=O)CCC(=O)c2ccc3c(c2)CCC3)c1
68) Cc1ccc(-c2cc(-c3coc4ccccc4c3=O)c3c(n2)-c2cc(Cl)ccc2OC3)cc1
69) CCC(=O)Oc1cc(C(C)(C)C)cc2cc(-c3nc(-c4ccc(OC)cc4OC)no3)c(=O)oc12
70) C(=N\N=C(c1ccccc1)c1ccccc1)/c1cn(-c2cccs2)nc1-c1ccccc1
71) COC1(C(F)(F)F)NC(=O)N(c2ccc(F)cc2)C1=O (centres undefined)
72) CCOCCCNC(=O)c1cc2c(-c3ccc(OC)c(OC)c3)nn(C)c2s1

Screen / compound no.,65,66,67,68,69,70,71,72
UDG counter,-24%,0%,-3%,-8%,-1%,3%,-9%[57.5 µM],0%
AID inh,?,-5%,-3%,-13%,142%[activator],-7%,3%[57.5 µM],-9%

73) CCOC(=O)c1c(S(=O)(=O)N2CCCC(C(=O)NCc3ccccc3Cl)C2)c(C)n(C)c1C (centres undefined)
74) CCCNC(=O)c1ccc(NC(=O)Nc2ccccc2)cc1
75) O=C(Oc1ccccc1F)c1nc(SCc2ccccc2F)ncc1Cl
76) Cc1ccc(C)c(NC(=O)n2ncc3cc(Cl)ccc32)c1
77) CNS(=O)(=O)c1cc(NS(=O)(=O)c2cccc(Br)c2)ccc1C
78) O=C(NC1CC(=O)N(c2ccccc2)C1)c1cc2ccccc2o1 (centres undefined)
79) COc1ccc(NC(=O)CC2NCCNC2=O)c(OC)c1 (centres undefined)
80) COc1ccc(-n2ncc3c(N4CCN(c5cccc(C)c5)C(C)C4)ncnc32)cc1 (centres undefined)

Screen / compound no.,73,74,75,76,77,78,79,80
UDG counter,0%,-4%,?,5%,2%,-6%,28%,10%
AID inh,16%,-6%,1%,-5%,6%,1%,-2%,-2%

81) Cc1sc(NC(=O)C2c3ccccc3Oc3ccccc32)c(C(=O)OC(C)C)c1C
82) CCC(C)(CC)C(O)(C#CC[N+]1(Cc2ccccc2)CCCCC1)c1ccccc1 (centres undefined)
83) COc1ccc(-c2cc(C(=O)Oc3ccc(C)c(C)c3)c3ccccc3n2)cc1
84) Cc1ccc(CN2CCSc3ccc(C(=O)NCc4ccc(OC(C)C)cc4)cc32)cc1
85) Clc1cccc(-n2ncc3c(N4CCC(Cc5ccccc5)CC4)ncnc32)c1
86) CC(=O)N1CCN(C(C(=O)O)c2cn(Cc3ccccc3)c3cc(C(=O)O)ccc23)CC1 (centres undefined)
87) COc1ccc(S(=O)(=O)N2CCN(c3ccccc3OC)CC2)cc1
88) O=C(c1ccc(F)cc1)n1nc(-c2cccnc2)nc1NCc1ccc(F)cc1

Screen / compound no.,81,82,83,84,85,86,87,88
UDG counter,-23%,-15%,-12%,-13%,-17%,1%,-21%,1%
AID inh,-7%,?,-17%,-20%,-14%,0%,-28%,-11%

5 entries from above in another layout:
item	Structure	UDG counter	AID inh
81	Cc1sc(NC(=O)C2c3ccccc3Oc3ccccc32)c(C(=O)OC(C)C)c1C	-23%	-7%
82	CCC(C)(CC)C(O)(C#CC[N+]1(Cc2ccccc2)CCCCC1)c1ccccc1 (centres undefined)	-15%	?
83	COc1ccc(-c2cc(C(=O)Oc3ccc(C)c(C)c3)c3ccccc3n2)cc1	-12%	-17%
84	Cc1ccc(CN2CCSc3ccc(C(=O)NCc4ccc(OC(C)C)cc4)cc32)cc1	-13%	-20%
85	Clc1cccc(-n2ncc3c(N4CCC(Cc5ccccc5)CC4)ncnc32)c1	-17%	-14%

New compounds follow
89) COCCNC(=S)NCc1cccc(CNC(=S)NCCOC)c1
90) CC(Sc1ccc(C(F)(F)F)cn1)C(=O)Nc1ccc(F)cc1 (centres undefined)
91) OC1(c2cccc3ccccc23)CCN(Cc2ccccc2)C1 (centres undefined)
92) CCOc1ccc(C(=O)NC(CC(=O)OC)c2cccs2)cc1OC (centres undefined)
93) Cc1cc(C(C)(C)c2ccc(OC(=O)c3ccccc3F)c(C)c2)ccc1OC(=O)c1ccccc1F
94) COc1ccc(-c2nnc(SCCOc3ccc(Cl)cc3Cl)n2C(C)C)cc1
95) CCCNC(=O)c1ccc(Cn2c(=O)c3cccn3c3cccnc32)cc1
96) CCOC(=O)C1C(=O)C=C(/C=C/c2ccccc2)CC1c1ccccc1 (centres undefined)

Screen / compound no.,89,90,91,92,93,94,95,96
UDG counter,-2%,2%,-9%,4%,-3%,-16%,4%,2%
AID inh,-2%,-4%,-14%,3%,-4%,-27%,-4%,-16%

97) CCOc1ccc(OCCSc2nnc(-c3ccccc3Cl)n2CCCOC)cc1
98) Cc1cccc(C)c1NC(=O)CCCN1C(=O)CCn2nc(-c3cn(C)c4ccccc34)cc21
99) COc1ccc(NC(=O)c2nc(-c3ccccc3)n(-c3ccccc3Cl)n2)cc1
100) Cc1ccc(/C=C(/C#N)c2ccc(C(F)(F)F)cn2)cc1
101) Cc1ccc(OCc2nc(-c3ccc(C(=O)N4CCN(c5ccc(Cl)cc5)CC4)cc3)oc2C)cc1

Screen / compound no.,97,98,99,100,101
UDG counter,-10%,-7%,-4%,5%,2%
AID inh,-18%,12%,-13%,4%,14%
